RXFP1 agonist: RXFP1 (human) receptor agonism. 370,000 tested, 0.3% active. AID 2676. Potency, µM (top dose mostly 57.5 µM), for the others: top-dose activation, most hits filed as activators. Q9HBX9. HEK293T-RXFP1 cAMP TR-FRET, 30 min; response scale: percent of porcine relaxin response, buffer zero; further: on the % scale 0 is the no-effect control and ±100 the full control effect; nearly all actives have a fitted effect of over 60% in size; many of its hits are not listed in these tables
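Agonist response is measured as cAMP accumulation in an RXFP1-transfected HEK293T line under PDE4 inhibition. Values are scaled between buffer-only and 29 nM porcine relaxin, and EC50s come from standard Hill equation fits.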
Vif-A3G inh: Vif-A3G binding inhibition. Q9HC16. Potency, µM (top dose mostly 46.1 µM), for inactives: at the highest dose activity, negative = active, hits mostly inhibitors. 410,000 tested, 0.076% active. HeLa A3G-eYFP + Vif (tagged APOBEC3G with the HIV-1 protein that degrades it), YFP fluorescence, overnight;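 further: on the % scale 0 is the no-effect control and ±100 the full control effect; nearly all actives have a fitted effect of over 60% in size; hits raise eYFP signal because A3G escapes Vif-driven loss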
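HeLa cells stably expressing Vif and C-terminally eYFP-tagged A3G, seeded overnight at 37 deg C, then exposed to compound by pintool overnight at 37 deg C. Rise in yellow fluorescence (Ex 488/Em 500-530, Acumen) marks blocked Vif-driven A3G degradation.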
TrxR1 substrate: rat thioredoxin reductase 1 substrate activity; AID 588456; Potency, µM (doses to about 114 µM), for the others: top-dose activity change, negative = substrate turnover; purified TrxR1 substrate turnover, NADPH consumption readout; O89049; 390,000 tested, 0.01% active; further: on the % scale 0 is the no-effect control and ±100 the full control effect; nearly all actives have a fitted effect of over 50% in size
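Rat TrxR1, dispensed at 90 nM, was prereduced with 400 uM NADPH (final) for 5 min at ~22 deg C, then incubated with compound 15 min before 400 uM selenite. A first-read NADPH fluorescence drop versus no-compound background flagged substrates.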
RGS4 inh: blocks human RGS4-accelerated GTP hydrolysis; P49798; Transcreener GDP fluorescence polarization, RGS4-accelerated GTP hydrolysis; Potency, µM (top dose mostly 114 µM), for the others: at the top dose activity change, negative = inhibition, most hits filed as inhibitors; 390,000 tested, 0.039% active; further: on the % scale 0 is the no-effect control and ±100 the full control effect; nearly all actives have a fitted effect of over 75% in size; some results filed as inactive show a strong effect at the top dose
Target sequence (P49798 whole entry, looked up): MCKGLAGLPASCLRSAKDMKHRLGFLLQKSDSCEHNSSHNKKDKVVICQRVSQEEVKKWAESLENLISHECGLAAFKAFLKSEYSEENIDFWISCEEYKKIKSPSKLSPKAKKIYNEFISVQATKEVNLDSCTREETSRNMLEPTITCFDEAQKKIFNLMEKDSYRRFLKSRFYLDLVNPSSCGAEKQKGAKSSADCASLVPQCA
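MLSMR compounds (23 nl, pin-transferred) preincubated 10 min at room temperature with a 500nM (2x) first reagent, then RGS4 at 900nM (2x) plus Transcreener GDP mix added; fluorescence polarization (620/688 nm) read before and after 90 min at 30 °C.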
TrxR1 inh: inhibitors of rat thioredoxin reductase 1; recombinant rTrxR1, NADPH fluorescence consumption, selenite substrate; Potency, µM (highest dose often 114 µM), inactives show at the top dose activity change, negative = inhibition, actives largely listed as inhibitors; 390,000 tested, 1% active; AID 588453; further: on the % scale 0 is the no-effect control and ±100 the full control effect; nearly all actives have a fitted effect of over 65% in size
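Rat TrxR1 (90 nM in the dispensed reagent) was pre-reduced with 400 uM NADPH for 5 min at room temperature, then incubated with compound for 15 min. After 400 uM selenite was added, NADPH fluorescence (Ex 340/Em 450 nm) was followed for 8 min.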
Vif-APOBEC3F blk: Vif-A3F binding inhibition; HeLa A3F-eYFP + Vif (tagged APOBEC3F with the HIV-1 protein that degrades it), YFP fluorescence increase; Potency, µM (top dose mostly 46.1 µM), without a hit: at the highest dose activity, negative = active; 390,000 tested, 0.2% active; further: % of control where 0% means no effect; nearly all actives have a fitted effect of over 65% in size
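Fluorescence increase (Ex 488/Em 500-530) after overnight compound treatment at 37 deg C flags inhibition of Vif-driven A3F-eYFP loss in stable HeLa A3F-eYFP/Vif cells seeded overnight beforehand.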
IDH1 R132H inh: human IDH1 R132H inhibition. Potency, µM (doses to about 76.6 µM), inactives show at the top dose activity change, negative = inhibition, usual class: inhibitors. IDH1-R132H enzyme, NADPH consumption, diaphorase/resazurin fluorescence. O75874. AID 602179. 390,000 tested, 0.093% active; further: on the % scale 0 is the no-effect control and ±100 the full control effect; nearly all actives have a fitted effect of over 65% in size
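IDH1-R132H (0.5 ug/mL) preincubated 30 min with compound, then NADPH (0.016 mM) and alpha-KG (2 mM) added; 80 min at RT, pH 7.5. Remaining NADPH coupled via diaphorase/resazurin to fluorescence (540/590 nm); concentration-response curves normalized to no-enzyme control.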
ALOX12 inh: inhibitors of human 12S-lipoxygenase ALOX12 | purified 12hLO, xylenol orange hydroperoxide absorbance | Potency, µM (series often up to 108 µM), for inactives: top-dose activity change, negative = inhibition, actives largely listed as inhibitors | 580,000 tested, 1.1% active | AID 1671190; further: on the % scale 0 is the no-effect control and ±100 the full control effect
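Purified human 12hLO at 150 nM in 25 mM Hepes, 0.01% Triton X-100, pH 7.0, preincubated 15 min at room temperature with compound. Reaction started with 40 uM arachidonic acid, 30 min at room temperature. Hydroperoxide measured by Fe-xylenol orange, 573/405 nm absorbance ratio.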
USP1 inh: blocks the human USP1/UAF1 deubiquitinase complex | recombinant USP1/UAF1, Ub-Rhodamine cleavage fluorescence | Potency, µM (top dose mostly 57.1 µM), without a hit: top-dose activity change, negative = inhibition, actives largely listed as inhibitors | 390,000 tested, 0.23% active; further: on the % scale 0 is the no-effect control and ±100 the full control effect; nearly all actives have a fitted effect of over 60% in size; inactives centre near -12
Target sequence (O94782 whole entry, looked up): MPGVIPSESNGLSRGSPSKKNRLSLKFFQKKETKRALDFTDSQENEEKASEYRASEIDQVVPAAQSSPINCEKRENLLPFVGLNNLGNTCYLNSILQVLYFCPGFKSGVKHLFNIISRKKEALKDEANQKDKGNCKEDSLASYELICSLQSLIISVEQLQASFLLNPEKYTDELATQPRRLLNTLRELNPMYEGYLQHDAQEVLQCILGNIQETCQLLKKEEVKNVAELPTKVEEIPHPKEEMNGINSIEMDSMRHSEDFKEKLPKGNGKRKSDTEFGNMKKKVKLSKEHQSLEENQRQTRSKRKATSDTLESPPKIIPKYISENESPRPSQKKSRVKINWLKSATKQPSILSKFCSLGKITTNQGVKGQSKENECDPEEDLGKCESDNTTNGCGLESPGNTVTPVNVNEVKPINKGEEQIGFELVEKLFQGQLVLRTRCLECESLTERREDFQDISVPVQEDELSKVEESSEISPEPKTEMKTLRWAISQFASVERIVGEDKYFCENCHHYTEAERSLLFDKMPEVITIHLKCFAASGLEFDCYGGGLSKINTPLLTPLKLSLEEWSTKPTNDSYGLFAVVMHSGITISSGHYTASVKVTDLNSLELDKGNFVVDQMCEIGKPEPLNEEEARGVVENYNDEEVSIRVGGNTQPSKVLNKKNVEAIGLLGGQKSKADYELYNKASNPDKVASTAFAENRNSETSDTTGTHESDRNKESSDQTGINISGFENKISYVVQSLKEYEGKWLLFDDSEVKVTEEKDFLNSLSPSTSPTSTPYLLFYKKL
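1 nM enzyme complex + cpd, 15 min RT; start with Ub-Rho 150nM final; kinetic fluorescence ex 480/em 540, 6 reads q60 s. Buffer 50mM HEPES pH 7.8, 0.5mM EDTA, 0.1 mg/ml BSA, 1mM TCEP, 0.01% Tween-20.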
An asterisk follows results filed as active; [ ] = another dose, or the depositor's remark. The call rests on the fitted dose curve; in most records, active means well fitted curve in the direction sought with a large enough effect; inconclusive means small, poorly fitted or top-dose-only effect, or another doubt; inactive means no such curve, though single readings can be large; an effect the other way counts as inactive or inconclusive. Potency means the concentration at half of the fitted maximal effect. A portion of the library. The share of hits here may be higher or lower than overall.

Screening CN1CCN(C(=O)c2ccc3c(c2)OCCO3)CC1 returned RXFP1 agonist 0.0%, Vif-A3G inh 0%, TrxR1 substrate 5%, RGS4 inh -16%, TrxR1 inh -5%, Vif-APOBEC3F blk 2%, IDH1 R132H inh -7%, ALOX12 inh -1% and USP1 inh -18%.
Screening O=C(CN1C(=O)NC2(CCCC2)C1=O)OCc1c(F)cccc1Cl returned RXFP1 agonist 0.7%, Vif-A3G inh -1%, TrxR1 substrate 0%, RGS4 inh 3%, TrxR1 inh 13%, Vif-APOBEC3F blk -6%, IDH1 R132H inh 3%, ALOX12 inh 3% and USP1 inh -4%.
Cc1ccccc1-c1ccc(/C=C2/SC(N3CCOCC3)=NC2=O)o1 was read as RXFP1 agonist 2.2%, Vif-A3G inh -26%, TrxR1 substrate 6%[57.1 µM], RGS4 inh -27%, TrxR1 inh 0%[57.1 µM], Vif-APOBEC3F blk -16%, IDH1 R132H inh 18%, ALOX12 inh 0% and USP1 inh 36%[activator].
Screening O=C(O)c1cccc(NS(=O)(=O)c2ccc(Oc3ccc(S(=O)(=O)Nc4cccc(C(=O)O)c4)cc3)cc2)c1 returned Vif-A3G inh 1%, TrxR1 substrate 2%, RGS4 inh 13%, TrxR1 inh 15%, Vif-APOBEC3F blk 19%, IDH1 R132H inh 2%, ALOX12 inh 166%[activator] and USP1 inh -21%.
`CCSC1=C(C#N)C(c2ccccc2Cl)CC(=O)N1` (stereo not given) gave RXFP1 agonist 1.1%, Vif-A3G inh -9%, TrxR1 substrate 7%[57.1 µM], RGS4 inh 5%[11.4 µM], TrxR1 inh 12%, Vif-APOBEC3F blk 1%, IDH1 R132H inh 4%, ALOX12 inh 94%[activator] and USP1 inh -15%.
`COc1ccc(S(=O)(=O)N(C)c2ccc(C(=O)Nc3ccccc3C(=O)N3CCOCC3)cc2)cc1` gave RXFP1 agonist 2.5%, Vif-A3G inh 0%, TrxR1 substrate -7%, RGS4 inh -16%, TrxR1 inh -8%, Vif-APOBEC3F blk -11%, IDH1 R132H inh 3%, ALOX12 inh inactive and USP1 inh -11%.
`O=C(CCSCc1ccccc1F)N1CCN(c2ccccn2)CC1` gave RXFP1 agonist -0.1%, Vif-A3G inh -1%, TrxR1 substrate 9%, RGS4 inh 1%, TrxR1 inh 11%, Vif-APOBEC3F blk -2%, IDH1 R132H inh 6%, ALOX12 inh 0% and USP1 inh -20%.
`O=C(CN1C(=O)C(=O)N(Cc2ccccc2)C1=O)Nc1ccc(F)c(Cl)c1` gave RXFP1 agonist 1.4%, Vif-A3G inh -2%, TrxR1 substrate 5%, RGS4 inh 1%, TrxR1 inh 12%, Vif-APOBEC3F blk -4%, IDH1 R132H inh -4%, ALOX12 inh -8% and USP1 inh -8%.
For O=C(NCC1CCN(Cc2ccccc2Cl)CC1)Nc1cccc(Cl)c1 the results were RXFP1 agonist -0.3%, Vif-A3G inh 4%, TrxR1 substrate -2%, RGS4 inh -16%, TrxR1 inh 12%, Vif-APOBEC3F blk 6%, IDH1 R132H inh -4%, ALOX12 inh 3% and USP1 inh -13%.
COc1ccc(CCNc2nc3cc(OC)c(OC)cc3c3nc(-c4cccnc4)nn23)cc1OC was read as RXFP1 agonist 0.4%, Vif-A3G inh 0%, TrxR1 substrate 7%, RGS4 inh -4%, TrxR1 inh 10%, Vif-APOBEC3F blk -9%, IDH1 R132H inh -11%, ALOX12 inh 1% and USP1 inh -26%.

Next section; the last 2 above are carried over.
For O=C(NCC1CCN(Cc2ccccc2Cl)CC1)Nc1cccc(Cl)c1 the results were RXFP1 agonist -0.3%, Vif-A3G inh 4%, TrxR1 substrate -2%, RGS4 inh -16%, TrxR1 inh 12%, Vif-APOBEC3F blk 6%, IDH1 R132H inh -4%, ALOX12 inh 3% and USP1 inh -13%.
COc1ccc(CCNc2nc3cc(OC)c(OC)cc3c3nc(-c4cccnc4)nn23)cc1OC was read as RXFP1 agonist 0.4%, Vif-A3G inh 0%, TrxR1 substrate 7%, RGS4 inh -4%, TrxR1 inh 10%, Vif-APOBEC3F blk -9%, IDH1 R132H inh -11%, ALOX12 inh 1% and USP1 inh -26%.
`CC(C)NC(=O)N1CCN(c2ccncc2S(=O)(=O)N2CCOCC2)CC1` gave RXFP1 agonist -0.1%, Vif-A3G inh 0%, TrxR1 substrate -4%, RGS4 inh -31%, TrxR1 inh 2%[57.1 µM], Vif-APOBEC3F blk 6%, IDH1 R132H inh 2%, ALOX12 inh 19% and USP1 inh 6%.
`CCc1ccc(CNC(=O)CSc2cc(=O)n(CC)c3ccccc23)cc1` gave RXFP1 agonist 8.2%, Vif-A3G inh inconclusive, TrxR1 substrate 12%, RGS4 inh 9%, TrxR1 inh 29%, Vif-APOBEC3F blk -3%, IDH1 R132H inh 0%, ALOX12 inh 2% and USP1 inh -24%.
For O=C(NCCCO)C(=O)Nc1c2c(nn1-c1ccc(F)cc1)CSC2 the results were RXFP1 agonist -0.7%, Vif-A3G inh 0%, TrxR1 substrate -2%[57.1 µM], RGS4 inh 10%, TrxR1 inh 3%[57.1 µM], Vif-APOBEC3F blk -4%, IDH1 R132H inh 7%, ALOX12 inh -3% and USP1 inh -13%.
`CCc1cccc(NC(=O)CCc2nc3sc4c(c3c(=O)[nH]2)CCCC4)c1` gave RXFP1 agonist 1.3%, Vif-A3G inh 0%, TrxR1 substrate 3%, RGS4 inh 15%, TrxR1 inh -16%, Vif-APOBEC3F blk -10%, IDH1 R132H inh 0%, ALOX12 inh inconclusive and USP1 inh -12%.
COc1ccc(C(=O)N/N=C/c2ccc(OC(=O)c3ccccc3)cc2)cc1 was read as RXFP1 agonist -0.6%, Vif-A3G inh 2%, TrxR1 substrate -4%, RGS4 inh 10%, TrxR1 inh 2%, Vif-APOBEC3F blk -8%, IDH1 R132H inh 2%, ALOX12 inh 30% and USP1 inh -20%.
`CCOc1ccc(C2NC(=O)C(C#N)=C(S)N2c2cccc(C)c2)cc1OC` (stereo not given) gave RXFP1 agonist -1.9%, Vif-A3G inh 0%, TrxR1 substrate -1%, RGS4 inh -40%, TrxR1 inh -16%, Vif-APOBEC3F blk -29%, IDH1 R132H inh 11%, ALOX12 inh -8% and USP1 inh -10%.
COCCN(CCOC)C(=O)c1ccc(SCc2ccc(C)cc2)c([N+](=O)[O-])c1 was read as RXFP1 agonist 3.6%, Vif-A3G inh -2%, TrxR1 substrate 0%[57.1 µM], RGS4 inh 2%, TrxR1 inh 20%[57.1 µM], Vif-APOBEC3F blk -6%, IDH1 R132H inh 9%, ALOX12 inh -2% and USP1 inh 5%.
`Cc1ccc(NC(=O)Cn2c(=O)nc(-c3ccccc3F)c3cc(Cl)ccc32)c(Br)c1` gave RXFP1 agonist 4.0%, Vif-A3G inh -1%, TrxR1 substrate 14%, RGS4 inh -16%, TrxR1 inh 9%, Vif-APOBEC3F blk 0%, IDH1 R132H inh -6%, ALOX12 inh 0% and USP1 inh inconclusive.
`O=c1oc2c(CN3CCCCC3)c(O)ccc2c2c1CCCC2` gave RXFP1 agonist 6.9%, Vif-A3G inh 1%, RGS4 inh -19%, TrxR1 inh -33%, Vif-APOBEC3F blk -2%, IDH1 R132H inh 6%, ALOX12 inh 1% and USP1 inh inconclusive.
`O=C(Cn1nnc2ccccc21)Nc1ccc(Cl)cn1` gave RXFP1 agonist 2.3%, Vif-A3G inh 0%, TrxR1 substrate 8%[57.1 µM], RGS4 inh 17%, TrxR1 inh 17%[57.1 µM], Vif-APOBEC3F blk 4%, IDH1 R132H inh 1%, ALOX12 inh -11% and USP1 inh -12%.
For CCOC(=O)CNC(=O)N1c2ccccc2Sc2ccccc21 the results were RXFP1 agonist -0.1%, Vif-A3G inh 1%, TrxR1 substrate 6%, RGS4 inh -12%, TrxR1 inh 22%, Vif-APOBEC3F blk -4%, IDH1 R132H inh -1%, ALOX12 inh 0% and USP1 inh -21%.
For C[C@H]1CN([C@@H](C)CO)C(=O)c2cccc(NC(=O)Nc3ccc(C(F)(F)F)cc3)c2O[C@H]1CN(C)C the results were Vif-A3G inh 0%, TrxR1 substrate -11%, RGS4 inh -4%, TrxR1 inh -9%, Vif-APOBEC3F blk 1%, IDH1 R132H inh -2%, ALOX12 inh inconclusive and USP1 inh 23%.
`O=C(NCc1ccc(F)cc1)c1cnc(Cl)c(Cl)c1` gave RXFP1 agonist 0.0%, Vif-A3G inh 0%, TrxR1 substrate 5%, RGS4 inh -8%, TrxR1 inh 22%, Vif-APOBEC3F blk -20%, IDH1 R132H inh 5%, ALOX12 inh -5% and USP1 inh -16%.
Screening COc1ccccc1C(O)(C(=O)NNc1cccc(C)c1)c1ccccc1OC returned RXFP1 agonist 0.8%, Vif-A3G inh -1%, TrxR1 substrate 0%[57.1 µM], RGS4 inh 2%, TrxR1 inh 9%[57.1 µM], Vif-APOBEC3F blk 0%, IDH1 R132H inh 4%, ALOX12 inh inconclusive and USP1 inh 2%.
